PHOSPHO1 inh – PubChem AID 1565; Phosphoethanolamine/phosphocholine phosphatase (Homo sapiens), Q8TCT1; recombinant PHOSPHO1, absorbance phosphatase assay; inhibition, % at 13.3 µM; 290,000 tested, 1.1% active; in the data active = inhibition above about 60%
Target sequence (Q8TCT1 whole entry, looked up): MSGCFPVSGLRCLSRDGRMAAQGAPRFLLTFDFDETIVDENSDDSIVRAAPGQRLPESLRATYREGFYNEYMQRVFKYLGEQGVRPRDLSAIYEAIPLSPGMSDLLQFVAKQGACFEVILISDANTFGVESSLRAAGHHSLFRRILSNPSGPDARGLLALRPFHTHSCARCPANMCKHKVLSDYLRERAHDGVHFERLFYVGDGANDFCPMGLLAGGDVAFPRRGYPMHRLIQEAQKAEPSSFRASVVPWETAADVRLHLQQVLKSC
NS3 helicase inh – inhibitors of HCV NS3 helicase, primary screen, biochemical, Cy5 molecular beacon fluorescence; Hepatitis C virus NS3 helicase; inhibition, % at 10.9 µM; NS3 helicase DNA unwinding; 290,000 tested, 0.56% active; AID 1800, 2009;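 active = inhibition above the mean of all tested compounds plus 3 SD, set per campaign, cut at about 35% in these data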;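 also: 0% = DMSO wells and 100% = thioflavine S control wells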
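System: Hepatitis C virus NS3 helicase domain fragment enzyme | Reagent: Annealed dual-labelled DNA beacon duplex, ATP-started | Compound dosing: 10.9 µM single point, 0.8% DMSO | Incubation: 1 h reaction at 25 °C, ATP-initiated | Technique: Cy5 fluorescence | Evaluation: Percent inhibition from t60/t0 fluorescence ratio | Benchmarks: Low DMSO, high thioflavine S at 110 µM | Replication: Singlicate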
IDE cell activ – human IDE activators in live cells, primary screen, fluorescence polarization, HEK cells, FAbeta-B substrate; activation, % at 5.96 µM; 340,000 tested, 0.073% active; FAbeta-B cleavage; 0% vehicle, 100% cell-free pure enzyme wells; Insulin-degrading enzyme (Homo sapiens), P14735;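 active = activation above the mean of all tested compounds plus 3 SD, set per screening campaign, cut at about 17% in these data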
VIM-2 inh – VIM-2 metallo-beta-lactamase inhibitors, primary screen, biochemical, epi-absorbance readout, Pseudomonas aeruginosa enzyme | inhibition, % at 5.6 µM | purified VIM-2, nitrocefin hydrolysis, epi-absorbance fluorescence | AID 1527, 2009 | 290,000 tested, 0.89% active;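 active = inhibition above the mean of all tested compounds plus 3 SD, cutoff set per screening run, cut at about 7.5% in these data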;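 also: red hydrolysis product quenches plate fluorescence so inhibitors raise well fluorescence; 0% = enzyme with DMSO and 100% = DMSO without enzyme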
pCIP destab – p/CIP-EGFP fusion destabilizers, primary screen, fluorescence, F442A cells; Q05BA5; 16 h; decrease of EGFP signal, % at 10 µM; 290,000 tested, 0.01% active;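 active = EGFP signal decrease of at least 30% at 10 µM or well 3 SD below plate mean, unless failing retest; inactive = the rest, including hits failing retest or dose response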; also: some compounds called inactive have numbers as strong as hits; many of its hits are not listed in these tables
MEKK3 PB1 HTS – modulators of MEKK3-MEK5 PB1 binding, primary screen, biochemical, wildtype MEKK3, multiplex bead flow cytometry, Alexa488-MEK5; Mitogen-activated protein kinase kinase kinase 3 (Homo sapiens), Q99759; bead-based flow cytometry, Alexa488-MEK5 binding to MEKK3; actives lie on both sides; 0 = blocked by unlabeled MEK5, 100 = vehicle; binding response (% of control), % at 10 µM; 290,000 tested, 1.4% active; AID 1529, 2009;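 active = binding response more than 3 SD above or below the average of its plate-row segment, actives on both sides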;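 also: Alexa488 bead fluorescence after subtracting the streptavidin-only scavenger bead signal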
Target sequence (Q99759 whole entry, looked up): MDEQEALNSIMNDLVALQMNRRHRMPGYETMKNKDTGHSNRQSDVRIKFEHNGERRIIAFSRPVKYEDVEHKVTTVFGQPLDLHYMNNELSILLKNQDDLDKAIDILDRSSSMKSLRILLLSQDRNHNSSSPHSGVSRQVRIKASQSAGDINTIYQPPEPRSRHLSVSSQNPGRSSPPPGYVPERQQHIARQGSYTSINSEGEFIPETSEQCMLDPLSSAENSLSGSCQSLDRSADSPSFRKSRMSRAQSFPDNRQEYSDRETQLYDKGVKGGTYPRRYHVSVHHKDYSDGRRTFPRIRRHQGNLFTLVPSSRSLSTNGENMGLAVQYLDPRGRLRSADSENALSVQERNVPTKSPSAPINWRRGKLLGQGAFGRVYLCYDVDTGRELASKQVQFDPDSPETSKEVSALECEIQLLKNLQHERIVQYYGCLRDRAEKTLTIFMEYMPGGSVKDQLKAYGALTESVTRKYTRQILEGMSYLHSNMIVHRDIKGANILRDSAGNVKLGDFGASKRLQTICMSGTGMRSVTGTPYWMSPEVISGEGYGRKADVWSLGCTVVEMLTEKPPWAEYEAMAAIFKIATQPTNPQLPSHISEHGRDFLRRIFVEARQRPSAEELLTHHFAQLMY
IMP-1 inhibitor – IMP-1 metallo-beta-lactamase inhibitors, primary screen, biochemical, epi-absorbance readout, Pseudomonas aeruginosa enzyme | metallo-beta-lactamase IMP-1 (Pseudomonas aeruginosa) | purified IMP-1, nitrocefin hydrolysis, epi-absorbance fluorescence | inhibition, % at 5.6 µM | 290,000 tested, 0.45% active | AID 1556, 2009;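 active = inhibition above the mean plus 3 SD of all compounds in the same screening run, cut at about 4.5% in these data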;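 also: 0% = IMP-1 with DMSO and 100% = DMSO wells lacking enzyme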
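System: Purified recombinant IMP-1 metallo-beta-lactamase enzyme | Measured by: Fluorescence quenching readout, ex 480/em 530 nm | Replication: Singlicate | Incubation: 15 min preincubation plus 25 min reaction at 25 °C | Evaluation: Percent inhibition from optical density relative to buffer-blank wells | Benchmarks: DMSO with and without IMP-1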
FID counter – compounds displacing fluorescent DNA intercalator, primary screen, artefact control for HCV NS3 helicase inhibitor project, biochemical, FID fluorescence. 290,000 tested, 0.17% active. AID 1845, 2009. inhibition, % at 7.9 µM. DNA fluorescent intercalator displacement; in the data active = inhibition above about 37%;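 also: 0% = vehicle and 100% = reference compound; higher means more ethidium bromide displaced from hairpin DNA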
SUMO HTRF inh – inhibitors of in vitro SUMOylation cascade, primary screen, biochemical, HTRF, uHTS | SUMO-conjugating enzyme UBC9 (Homo sapiens), P63279 | HTRF SUMOylation assay, SAE1/SAE2 + UBC9 | inhibition, % at 35 µM | 290,000 tested, 0.36% active | AID 2006, 2009; in the data active = inhibition above about 50%, passing the limit was not always enough; also: strong numbers were not always called active
Target sequence (P63279 whole entry, looked up): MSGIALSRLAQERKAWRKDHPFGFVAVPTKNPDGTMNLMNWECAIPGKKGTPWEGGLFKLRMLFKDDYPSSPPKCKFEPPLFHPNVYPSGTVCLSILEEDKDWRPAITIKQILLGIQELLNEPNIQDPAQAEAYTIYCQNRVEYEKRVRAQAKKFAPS
Numbers without * were called inactive; nt = no result given.

SMILES	PHOSPHO1 inh	NS3 helicase inh	IDE cell activ	VIM-2 inh	pCIP destab	MEKK3 PB1 HTS	IMP-1 inhibitor	FID counter	SUMO HTRF inh
CN(C(=O)OCc1ccccc1)C(CC(N)=O)C(=O)O (stereo not given)	21	-12	-4	-3.8	-14	104	-2.5	6	25
CCN(CC)C(=O)c1ccc(-c2nnc(Nc3ccc(O)cc3)c3ccccc23)cc1	19	-10	3	4.2	-5	101	-0.2	-31	8
N#C[C@@H]1[C@@H]2C(=O)N(c3ccc4c(c3)OCCO4)C(=O)[C@@H]2C2c3ccccc3C=CN21 (stereo not given in full)	2	18	nt	1.6	-5	101	3.8	-15	23
Cc1c(C(=O)N2CCC(C)CC2)sc2ncnc(N3CCN(c4ccccc4)CC3)c12	0	3	5	-0.2	7	nt	-0.6	-3	5
C[C@@H](C(=O)NCCc1c[nH]c2ccccc12)[C@H]1C[C@]1(C)[C@H](NC(=O)OCc1ccccc1)c1ccccc1	8	-19	5	-3.2	-2	104	-3.0	-42	-30
CCOC(=O)/C(C#N)=N/Nc1ccccc1C(=O)O	20	4	2	-3.3	6	98	-3.6	-4	3
O=C(CN1CCC(C(=O)c2ccc(F)cc2)CC1)NCc1ccccc1F	6	2	2	-2.4	-16	102	-2.1	-4	21
Cn1c(=O)c2c(ncn2CCc2ccccc2)n(C)c1=O	39	-1	0	-2.1	7	92	-3.7	-8	-7
O=C(Nc1ccc(N2CCCC2)cc1)c1cc([N+](=O)[O-])ccc1N1CCOCC1	-24	9	0	1.0	-3	102	0.3	-15	2
Cc1ccc(/C(O)=C2/C(=O)C(=O)N(CCN3CCOCC3)C2c2cccnc2)cc1 (stereo not given)	-29	8	-1	-1.6	-3	nt	-3.4	0	15
O=C(CCNC(=O)OCc1ccccc1)NC1CCCCCC1	-8	2	1	-3.6	4	118	-2.7	-14	18
Cc1ccc(C(=O)CCCn2nnc(-c3cccnc3)n2)cc1C	14	-4	2	-1.2	3	98	-1.0	-17	0
O=C(COc1ccc(F)cc1)N1CCC(Cc2ccccc2)CC1	24	-9	2	-1.9	-6	103	-2.5	-41	17
COc1ccc(/C=N/NC(=O)c2nc(-c3ccccc3)cc(-c3ccccc3)n2)cc1O	-7	4	0	-4.3	-22	97	-4.9	-37	6
CCOC(=O)c1ccc(NS(=O)C23CC4CC(CC(C4)C2)C3)cc1 (stereo not given)	6	3	1	0.3	-4	97	0.6	-34	4
COc1ccc(N2CCc3c(C)nc(SC)nc32)cc1	-1	-1	11	-0.3	20	103	-2.9	1	-8
CCCCCCCC(=O)NC(Nc1ccccc1OC)C(Cl)(Cl)Cl (stereo not given)	4	-5	10	-2.1	11	93	-2.1	-11	-46
CCOC(=O)c1sc(NC(=O)CSc2nnc(-c3ccco3)o2)c(C(=O)OCC)c1C	-18	1	5	-1.4	-14	99	-10	-15	18
O=C(O)c1ccc(CNCc2ccccc2F)cc1	-10	-2	-2	-2.4	9	102	-4.8	3	1
CCOCCCNC(=O)c1ccccc1Br	9	1	7	-2.7	0	97	-2.3	-7	10
CCN(CC)S(=O)(=O)c1ccc(OC)c(NC(=O)CSc2ccccc2)c1	-3	1	-1	-8.4	3	100	-2.0	-23	6
CCOC(=O)CCCNC(=O)CCNC(=O)c1ccc(OCC(C)C)cc1	-7	6	0	-3.1	-9	112	-3.0	-32	-2
COc1ccc(N2C(=O)C(CC(=O)Nc3ccccc3)N(CCc3ccc(OC)c(OC)c3)C2=O)cc1 (stereo not given)	-17	-10	-2	-0.8	8	97	-3.4	-28	0
Cn1cccc1CC(=O)N/N=C/c1cc([N+](=O)[O-])ccc1Cl	-15	5	4	-2.7	-2	91	-0.7	0	36
CCCCCCCCNC(=O)CCNC(=O)c1ccc(C(C)(C)C)cc1	11	0	15	-1.7	-9	105	-1.1	-1	-6
O=C(NCc1ccc2c(c1)OCO2)C1CCCN1C(=O)Nc1ccccc1 (stereo not given)	27	0	4	-4.8	-5	95	-0.8	-2	1
CC(=O)Oc1ccc2oc3c(c2c1)C(=O)CCC3	18	-1	2	-3.9	9	104	-3.6	1	18
COc1ccc(C(=O)Nc2ccc(CN3CCOCC3)cc2)cc1	6	4	1	-0.3	-15	107	-3.9	2	11
O=C(COc1ccc(Cl)cc1Cl)NC(=O)N1CCOCC1	11	8	5	0.9	-8	102	0.0	0	-2
Cc1ccc(Cl)cc1NC(=O)C1CCCN(S(C)(=O)=O)C1 (stereo not given)	3	1	1	-0.4	1	100	-2.9	-2	-8
Cc1onc(-c2ccccc2)c1NC(=O)Nc1c(-c2ccccc2)noc1C	20	-5	-2	-0.8	-13	101	-3.4	-3	0
Cc1ccc(CNC(=O)Cn2c([N+](=O)[O-])cnc2C)cc1	14	0	-1	-4.4	1	102	-1.4	-3	3
COc1cc(/C=N/NC(=O)CCC(=O)Nc2ccc(Br)cc2)ccc1O	20	2	6	-3.2	4	106	-1.6	-3	-5
CC(NC(=O)C(c1ccccc1)c1ccccc1)c1ccc(S(N)(=O)=O)cc1 (stereo not given)	28	-5	1	-0.3	0	97	-2.0	-11	3
O=C(CN1C(=O)CSC1=O)N1CCCCC1	8	-1	3	-1.6	-9	90	-2.2	-1	-25
CS(=O)(=O)N1CCN(c2ccc(NC(=O)c3ccccc3)cc2)CC1	12	16	nt	-4.2	18	110	-2.9	0	11
CC(=O)c1ccc(NC(=O)Cn2c(=O)oc3ccccc32)cc1	29	-11	3	0.3	5	110	-1.8	-5	10
c1ccc(-c2nnc3n2-c2ccccc2SC3)cc1	2	10	3	-0.9	-2	95	-2.3	-5	0
Cc1c(N/C(=N/S(=O)(=O)c2ccccc2)c2ccc(Cl)cc2)c(=O)n(-c2ccccc2)n1C	0	0	7	-2.4	-16	97	-4.2	-16	14
O=Cc1ccc(Oc2ccc(F)cc2)nc1	36	-2	5	-2.2	-20	95	1.4	-2	12
Fc1ccc(Br)cc1/C=N/N1CCN(c2ccccc2)CC1	25	6	-3	-0.5	7	101	-0.2	-6	-22
O=C(CSC1CC(=O)N(c2ccc(C(=O)O)cc2)C1=O)Nc1ccc2ccccc2c1 (stereo not given)	28	4	-8	-1.5	6	99	0.0	-18	12
COc1cc(-c2nnc(SCC(=O)/C(C#N)=C(\C)N)o2)cc(OC)c1OC	27	10	6	-3.6	-3	102	1.0	-2	26
CCOc1nc(-c2ccccc2)ccc1-c1noc(-c2cccs2)n1	18	-5	-1	0.7	-1	99	-1.8	0	-20
O=S(=O)(c1ccc2c(c1)OCCO2)N1CCC(c2nc3ccccc3[nH]2)CC1	-21	-3	-2	-2.4	-4	101	-2.8	-10	6
CCNC(=O)C12CCC(C)(c3nc4cc(C)c(C)cc4nc31)C2(C)C (stereo not given)	34	-9	-1	-1.4	-9	101	-3.2	-34	-4
CC(=O)Nc1ccccc1N(CC(O)Cn1c2ccccc2c2ccccc21)S(=O)(=O)c1ccc(C)cc1 (stereo not given)	-5	4	-1	-1.2	0	138*	-4.4	-20	-16
O=C(Nc1cccc2ncccc12)C12CC3CC(CC(C3)C1)C2	36	4	-3	1.0	2	105	-0.7	-9	16
Cc1nc2cc(NC(=O)c3ccco3)ccc2n1C	18	6	1	-2.3	-26	102	-4.0	0	1
Cc1cc(NC(=O)C(=O)c2cn(C)c3ccccc23)no1	-5	4	6	-1.7	2	98	-1.6	-2	16
Cc1ccccc1OCC(=O)NNC(=S)NC(=O)c1ccco1	99*	8	1	-4.1	9	101	-3.8	3	-48
CC(=O)c1cc(NC(=O)c2cccc(C(F)(F)F)c2)c(=O)oc1/C=C/N(C)C	52	13	-14	-3.8	-170	106	-2.0	-3	3
Cc1cc(OCC(=O)N2CCc3ccccc3C2)c(C)cc1Br	40	7	-1	-0.3	-3	104	-2.3	-27	-21
COc1ccc(C2CC(C(F)(F)F)n3nc(C(=O)N(C)Cc4cn(C)nc4C)c(Cl)c3N2)cc1 (stereo not given)	1	-5	-1	0.2	-9	98	-2.2	-40	-7
O=C(OCc1nnc(-c2ccccc2)o1)c1ccccc1	23	1	4	-0.4	10	106	-3.2	-14	12
COc1ccc(Oc2cc(Cl)nc(N)n2)cc1	15	8	-5	-4.5	2	95	-4.5	-3	10
COc1ccc(C2CC(=O)Nc3sc(=N)c4c(N)c(C#N)c(N)nc4c32)cc1OC (stereo not given)	25	-8	-1	-2.1	1	100	-1.9	2	-14
COC(CNC(=O)c1ccc(CS(=O)(=O)c2c(Cl)cccc2Cl)o1)OC	20	-2	0	-2.1	-4	102	-0.7	-9	-17
CCN1c2ccc(S(=O)(=O)N3CCOCC3)cc2N(Cc2ccc(OC)cc2)C1C (stereo not given)	43	-35	-6	3.1	-14	104	-0.6	11	-1
COc1cccc(CNC(=O)C2CCN(Cc3cnn(-c4ccccc4)c3-n3cccc3)CC2)c1	5	-44	8	-1.1	-5	82	-4.3	23	5
Remaining list, next part:
SMILES	PHOSPHO1 inh	NS3 helicase inh	IDE cell activ	VIM-2 inh	pCIP destab	MEKK3 PB1 HTS	IMP-1 inhibitor	FID counter	SUMO HTRF inh
Cc1ccc(S(=O)(=O)N2CCC(=O)N(CCOCc3ccc(C(F)(F)F)cc3)CC2)cc1	-11	-2	-6	-3.8	-11	96	-1.4	-13	-7
Cc1cnc(C(=O)NC2CCSc3ccccc32)cn1 (stereo not given)	36	6	-2	-4.5	2	102	-2.4	-14	5
COC(=O)C1=C(C)NC(=O)NC1c1ccc([N+](=O)[O-])o1 (stereo not given)	-10	-8	2	-0.6	-13	98	-0.6	-11	4
CCOc1ccc(-n2c(C)nnc2SCC(=O)N(CC)CC)cc1	0	4	8	-3.0	-4	98	-3.7	-18	8
COc1ccc(-c2nnc(SCc3ccc(C(=O)O)cc3)n2N)cc1	40	2	3	0.5	-4	106	-3.2	-1	12
CCOc1ccc(OCCn2c(S(=O)(=O)O)nc3c(N)ncnc32)cc1	28	-3	6	-1.2	-3	111	-2.5	2	5

Single records, from the list above. Values in the order: PHOSPHO1 inh	NS3 helicase inh	IDE cell activ	VIM-2 inh	pCIP destab	MEKK3 PB1 HTS	IMP-1 inhibitor	FID counter	SUMO HTRF inh
Cc1ccc(S(=O)(=O)N2CCC(=O)N(CCOCc3ccc(C(F)(F)F)cc3)CC2)cc1 in the list: -11	-2	-6	-3.8	-11	96	-1.4	-13	-7
CCOc1ccc(-n2c(C)nnc2SCC(=O)N(CC)CC)cc1 in the list: 0	4	8	-3.0	-4	98	-3.7	-18	8
Cc1cnc(C(=O)NC2CCSc3ccccc32)cn1 (stereo not given) in the list: 36	6	-2	-4.5	2	102	-2.4	-14	5

This is a subset (hit frequency here may not be typical).
